CHO parental Ca: counter-screen for OX1R antagonists: effect in parental CHO cells; inhibition, % at 5.6 µM; 330,000 tested, 0.63% active; AID 463079; parental CHO-K1, ATP-induced calcium, Fluo-8 fluorescence;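 active = inhibition above that plate's mean sample inhibition plus 3 SD, cut at about 26% in these data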;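 also: 0% = ATP-challenged DMSO wells and 100% = DMSO wells without ATP; some compounds past the cut are filed as inactive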
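material = parental CHO cells | also added = ATP as calcium-mobilizing challenge | dosing = single point at 5.6 µM | detection = intracellular calcium via Fluo-8 no-wash fluorescent dye | read-out = % inhibition | benchmarks = low control ATP plus DMSO, high control DMSO only | repeats = one well per compound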
CHO-K1 Ca antag: M1 antagonist counterscreen hit in parental CHO-K1 cells | ATP-induced calcium, Fluo-8 fluorescence | inhibition, % at 3 µM | 360,000 tested, 0.6% active | AID 602250;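 active = inhibition above a per-plate cutoff, the plate's mean sample inhibition plus 3 SD, cut at about 24% in these data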;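 also: 0% = DMSO plus EC80 ATP and 100% = DMSO alone without ATP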
V1aR counter: V1a receptor agonism, counter-screen for OXTR agonists; AID 2797; activation, % at 3 µM; CHO-V1R cells, Fluo-8 calcium fluorescence, agonist mode; 0% DMSO, 100% 3 nM vasopressin; P37288; 320,000 tested, 0.25% active;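 active = activation above the mean activation of all tested compounds plus 3 SD, per screening run, cut at about 20% in these data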;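 also: signal is peak over basal fluorescence ratio across a 100 second FLIPR read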
Target sequence (P37288 whole entry, looked up): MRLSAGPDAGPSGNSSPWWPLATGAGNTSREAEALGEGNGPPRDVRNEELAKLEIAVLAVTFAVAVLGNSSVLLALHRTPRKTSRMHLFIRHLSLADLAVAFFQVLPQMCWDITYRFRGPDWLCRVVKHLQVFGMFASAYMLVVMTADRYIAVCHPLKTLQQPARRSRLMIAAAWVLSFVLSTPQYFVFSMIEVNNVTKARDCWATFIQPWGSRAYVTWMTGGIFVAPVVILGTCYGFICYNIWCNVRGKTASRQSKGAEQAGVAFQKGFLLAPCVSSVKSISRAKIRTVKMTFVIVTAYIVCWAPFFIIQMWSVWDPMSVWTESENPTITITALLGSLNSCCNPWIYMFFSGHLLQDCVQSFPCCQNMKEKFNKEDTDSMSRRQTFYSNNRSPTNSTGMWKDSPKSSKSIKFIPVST
M1 PAM parental: M1 PAM counterscreen hit in parental CHO-K1 cells | ATP EC20, Fluo-8 calcium fluorescence; 0% at ATP EC20, 100% at ATP max | activation, % at 3 µM | 360,000 tested, 0.02% active | AID 602247;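 active = activation above the run cutoff, the mean activation of all test compounds plus 3 SD, cut at about 40% in these data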;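 also: peak over basal fluorescence ratio in a 140 s read after ATP addition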
TAAR1 antag: human TAAR1 antagonism; 360,000 tested, 1.5% active; inhibition, % at 3 µM; CHO RD-HGA16 TAAR1, Fluo-8 calcium fluorescence, antagonist; Q96RJ0;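 active = inhibition above a per-plate cutoff, the mean inhibition of test compounds on that plate plus 3 SD, cut at about 49% in these data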;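 also: 0% = DMSO plus EC80 beta-PEA response and 100% = DMSO alone without agonist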
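Test system: CHO RD-HGA16 cells bearing hTAAR1 | Reagent: β-PEA, EC80 | Compound dosing: 3 µM, single point | Schedule: Dye loading 75 min at 37 °C, then 30 min room temperature | Signal: Calcium fluorescence with Fluo-8 | Evaluation: Percent inhibition of PEA-evoked calcium signal, max/basal emission ratio | Control set: DMSO-only wells and EC80 β-PEA-stimulated wells | Repeats: Singlicate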
TAAR1 ag: human TAAR1 agonism. Q96RJ0. CHO RD-HGA16 TAAR1, Fluo-8 calcium fluorescence; vehicle wells 0%, saturating PEA agonist 100%. activation, % at 3 µM. 360,000 tested, 0.99% active. AID 624467;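 active = activation above the mean activation of all test compounds in the run plus 3 SD, cut at about 38% in these data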
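Test system: RD-HGA16 (CHO) cells co-expressing Gα16 and hTAAR1; dosing: one-point dosing at 3 µM (nominal); timing: 17-24 h seeding, 75 min 37 °C dye, 30 min RT; signal: kinetic Fluo-8 calcium fluorescence; read-out basis: % activation relative to PEA EC100 response; controls: DMSO and PEA EC100; replicates: n 1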
OXTR potentiate: potentiators of human oxytocin receptor; CHO-OTR cells, Fluo-8 calcium fluorescence, potentiator mode; 0% = oxytocin EC15, 100% = EC100; activation, % at 3 µM; AID 2445; 320,000 tested, 0.061% active;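 active = activation above that plate's cutoff, the mean activation of tested compounds plus 3 SD, cut at about 6.6% in these data, passing the limit was not always enough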;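 also: 100% uses oxytocin at 75 nM as the full agonist control; some results filed as inactive read as strong as hits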
Target sequence (P30559 whole entry, looked up): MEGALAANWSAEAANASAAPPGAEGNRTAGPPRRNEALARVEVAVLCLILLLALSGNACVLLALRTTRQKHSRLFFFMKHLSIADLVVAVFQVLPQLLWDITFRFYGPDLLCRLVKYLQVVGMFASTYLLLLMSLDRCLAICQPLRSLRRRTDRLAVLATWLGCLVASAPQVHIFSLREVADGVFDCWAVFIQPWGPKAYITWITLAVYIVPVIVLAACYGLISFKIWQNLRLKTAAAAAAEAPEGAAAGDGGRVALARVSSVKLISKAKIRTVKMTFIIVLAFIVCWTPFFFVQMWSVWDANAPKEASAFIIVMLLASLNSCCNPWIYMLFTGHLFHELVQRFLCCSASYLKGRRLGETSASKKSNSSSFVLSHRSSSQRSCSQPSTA
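System: human OTR in CHO cells; Also added: sub-maximal oxytocin, roughly EC15; Timing: compound 6 min at room temperature before oxytocin, 100 s read; Technique: Fluo-8 intracellular calcium fluorescence, ex 470-495, em 515-575 nm; Controls: oxytocin EC15 low and EC100 high; Replication: singlicate.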
M1 ag: agonists of human M1 muscarinic receptor. CHO-K1 hM1, Fluo-8 calcium fluorescence, agonist mode; 0% DMSO, 100% acetylcholine EC100. 360,000 tested, 0.33% active. P11229. activation, % at 3 µM;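 active = activation above the run's mean compound activation plus 3 SD, cut at about 16% in these data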;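 also: peak over basal fluorescence ratio within a 140 s kinetic read after compound addition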
CHO-K1 Ca ag: M1 agonist counterscreen hit in parental CHO-K1 cells. 360,000 tested, 0.48% active. Fluo-8 calcium fluorescence; scaled to maximal ATP response, vehicle zero. AID 602248. activation, % at 3 µM; in the data active = activation above about 15%;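 also: untransfected CHO-K1 host cells lacking M1 receptor as counterscreen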
Active calls of the source: *; nt = no result given.

SMILES | CHO parental Ca | CHO-K1 Ca antag | V1aR counter | M1 PAM parental | TAAR1 antag | TAAR1 ag | OXTR potentiate | M1 ag | CHO-K1 Ca ag
COC(=O)/C(C#N)=C/c1c(N2CCN(Cc3ccc4c(c3)OCO4)CC2)nc2c(C)cccn2c1=O | -30 | -7 | -2.0 | 10 | -27 | 3 | 0 | -3 | 1.0
CC1=C(C#N)C(/C=N/OCc2ccc(Cl)cc2)CC(=O)N1 (centres undefined) | -10 | 2 | 1.7 | 10 | 11 | -1 | -3 | -11 | 1.3
Cc1nn(C(=O)CCC(=O)NCc2ccc(OC(C)C)cc2)c2ccccc12 | -3 | -1 | -0.2 | 15 | 5 | 1 | -6 | -3 | -0.2
CCOC(=O)C1=C(C)Nc2nc(=S)[nH]n2C1c1ccc(Cl)cc1 (centres undefined) | nt | -9 | nt | 16 | -27 | 5 | nt | -3 | 0.2
CCn1c(SCC(=O)Nc2ccccc2C(=O)OC)nnc1-c1ccoc1C | -11 | -15 | 1.4 | 19 | 0 | 15 | -3 | -4 | 0.7
C[C@@H](C(=O)Nc1ccc2ccccc2c1)[C@@H]1C[C@@]1(C)[C@@H](NC(=O)OCc1ccccc1)c1ccccc1 | -20 | -16 | 0.6 | 2 | nt | nt | -1 | -3 | 1.2
O=S(=O)(Nc1cccc(S(=O)(=O)N2CCCC2)c1)c1ccc(Cl)s1 | -11 | 2 | 1.7 | -18 | 5 | 14 | -10 | 0 | 0.2
COc1ccc2c(c1)OC[C@H]1[C@H]2N2C(=O)CN(Cc3ccccc3)C(=O)[C@@]2(C)[C@H]1c1ccccc1 | nt | -14 | nt | 14 | 2 | 18 | nt | -2 | 1.3
O=C1/C(=C/c2ccncc2)SC(=S)N1C1CCCCC1 | -8 | 5 | -1.0 | 3 | -16 | 3 | 2 | -5 | 0.2
CCc1ccc(C(=O)N2CCCN(C)CC2)s1 | 4 | 15 | 0.6 | -6 | -23 | 1 | -7 | -6 | 9.2
O=C(/C=C/c1ccc([N+](=O)[O-])cc1)Nc1cccc(C(=O)Nc2ccccc2C(=O)O)c1 | 7 | 5 | 0.1 | -8 | -47 | 2 | -3 | 7 | -0.4
C=CCNc1nc(NCCCN2CCCC2=O)c2sc(-c3ccccc3)cc2n1 | nt | -15 | nt | 14 | -4 | 2 | nt | -9 | 2.3
CCC(CC)c1nnc(NC(=O)c2nc3nc(C)cc(C)n3n2)s1 | -1 | -4 | 0.4 | 20 | 13 | 0 | -8 | -3 | 0.4
COc1ccc(OC)c(-c2csc3nnc(SCC(=O)Nc4ccc(NC(C)=O)cc4)n23)c1 | -12 | -15 | 0.2 | 24 | -22 | 5 | 1 | -6 | 0.2
CCN(CC)S(=O)(=O)c1ccc(C)c(NC(=O)COC(=O)CN2C(=O)NC(C)(C)C2=O)c1 | -6 | -8 | -0.4 | 15 | -7 | 0 | -1 | -3 | 1.2
O=C(CNC(=O)c1sc2ccccc2c1Cl)NCc1ccc(F)cc1 | 30 | 0 | -1.4 | -17 | 11 | 19 | -12 | -1 | -0.2
O=C(CSc1nnc(CCc2nc3ccccc3[nH]2)n1-c1ccccc1)NCc1ccco1 | -26 | -12 | 0.2 | 2 | 12 | 9 | -15 | -1 | 0.1
CCOc1ccccc1CNC(=O)c1nn(C)c2c1CS(=O)(=O)c1ccccc1-2 | -13 | -5 | 1.1 | 2 | 24 | 4 | -9 | -1 | 5.1
Cc1ccc(S(=O)(=O)N2CCCC2=O)c(C)c1N(C)S(C)(=O)=O | 1 | -12 | -0.2 | 9 | 0 | 1 | -1 | -3 | 0.5
O=C(c1ccc(Cl)c(Cl)c1)N1CCC(=O)N([C@H](COCc2ccccc2)Cc2ccccc2)CC1 | nt | -25 | nt | 19 | -10 | -1 | nt | nt | 1.1
O=C(NCCCCc1ccccc1)Nc1ccc(F)cc1 | -4 | -7 | 5.7 | -10 | -3 | -2 | -14 | 0 | 5.5
CCCCC(=O)Nc1ccc2c(c1)nc(CCN1CCN(C)CC1)n2C | -5 | -1 | 0.6 | 8 | -16 | 3 | -1 | -4 | 2.4
CC(C)Oc1ccc(CNC(=O)C2CCN(C(=O)N3CCOc4ccccc43)CC2)cc1 | -7 | 20 | 3.4 | -9 | -6 | 7 | -6 | -1 | 1.9
O=C1NC(NS(=O)(=O)c2ccc(Cl)cc2)(C(F)(F)F)C(=O)N1CCc1ccccc1 (centres undefined) | -5 | nt | 0.1 | nt | -8 | 1 | 0 | nt | nt
CCN(CC)CC(=O)NCc1cc(-c2ccc(OC)cc2)no1 | -15 | -17 | 1.4 | 21 | -8 | 2 | -14 | -4 | 0.6
C[C@H](CO)N1C[C@H](C)[C@@H](CN(C)C(=O)Nc2ccc3c(c2)OCO3)Oc2c(NS(=O)(=O)c3ccc(F)cc3)cccc2C1=O | -23 | -17 | -0.1 | 3 | 3 | 9 | 1 | -4 | -0.1
Cn1c(=NC(=O)C2CC2)sc2cc(F)cc(F)c21 | -10 | -2 | 2.9 | 5 | -14 | -3 | -1 | -7 | 0.8
CCN1CCN(C(=O)c2ccc(OCC(=O)Nc3ccc(F)cc3)c(OC)c2)CC1 | -18 | 3 | 1.4 | 3 | 7 | 8 | -15 | -9 | 0.4
FC(F)(F)c1ccc(Sc2nnc(-c3cccs3)n2CC2CCCO2)nc1 (centres undefined) | -14 | -14 | 0.5 | 4 | 0 | 8 | -9 | -3 | 0.6
CC12CCC(C/C1=N/O)C2(C)CBr (centres undefined) | -9 | -15 | -0.2 | 2 | -10 | 2 | 1 | -3 | 0.6
CCn1c(C)nc2cc(C(=O)N/N=C/c3ccc(O)cc3)ccc21 | -7 | -15 | 0.0 | 13 | -2 | 1 | 5 | -3 | -0.1
CCn1c(SCC(=O)Nc2cc(C)on2)nnc1-c1ccco1 | 4 | -3 | -0.2 | 5 | -4 | 9 | -9 | -3 | 0.1
COCCCNC(=O)[C@H](CSCc1ccccc1)N1Cc2ccccc2C1=O | -4 | -4 | -0.6 | 7 | -7 | 2 | -2 | -3 | 1.8
CC1CCCC(NC(=O)CSc2ncccc2C(=O)O)C1C (centres undefined) | -5 | -10 | 0.7 | 22 | -4 | 5 | -4 | -3 | 0.0
Cc1cc(C)n(-c2nc3ccccc3nc2Nc2ccc3c(c2)OCO3)n1 | 0 | -14 | -0.7 | 24 | -26 | -1 | -3 | -2 | 1.4
CC1CCCN(Cc2c(O)ccc3c4c(c(=O)oc23)CCCC4)C1 (centres undefined) | -25 | -5 | -1.0 | 15 | -33 | 11 | 1 | -4 | 5.9

An excerpt from above in order of SMILES length, smallest number first.
SMILES | CHO parental Ca | CHO-K1 Ca antag | V1aR counter | M1 PAM parental | TAAR1 antag | TAAR1 ag | OXTR potentiate | M1 ag | CHO-K1 Ca ag
CC12CCC(C/C1=N/O)C2(C)CBr (centres undefined) | -9 | -15 | -0.2 | 2 | -10 | 2 | 1 | -3 | 0.6
CCn1c(C)nc2cc(C(=O)N/N=C/c3ccc(O)cc3)ccc21 | -7 | -15 | 0.0 | 13 | -2 | 1 | 5 | -3 | -0.1
C[C@H](CO)N1C[C@H](C)[C@@H](CN(C)C(=O)Nc2ccc3c(c2)OCO3)Oc2c(NS(=O)(=O)c3ccc(F)cc3)cccc2C1=O | -23 | -17 | -0.1 | 3 | 3 | 9 | 1 | -4 | -0.1

(cont.)
SMILES | CHO parental Ca | CHO-K1 Ca antag | V1aR counter | M1 PAM parental | TAAR1 antag | TAAR1 ag | OXTR potentiate | M1 ag | CHO-K1 Ca ag
C=CCN(Cc1ccc(OC)c(OC)c1)C(=O)c1cc2cc(F)ccc2[nH]1 | -20 | 1 | 1.7 | -1 | 17 | 1 | -20 | -3 | 1.1
O=C(Cc1ccccc1)Nc1ccc(-c2nnc(-c3ccco3)o2)cc1 | -12 | 5 | -0.6 | -5 | 10 | 10 | -8 | 0 | 0.6
COc1cc(/C=C/C(=O)OCC(=O)Nc2cc(S(=O)(=O)N3CCOCC3)ccc2Cl)cc(OC)c1OC | 2 | -21 | 1.4 | 22 | 16 | 2 | -1 | -1 | 2.2
Cn1c(Nn2cnnc2)nc2ccccc21 | 2 | 0 | 0.7 | 11 | 0 | 16 | -3 | -4 | 4.7
Cc1cc(NC(=O)COC(=O)CSc2nc3cc(Cl)ccc3n2Cc2ccccc2)no1 | -15 | 2 | 1.0 | 10 | -15 | 5 | -10 | -3 | 0.4
CC(=O)Nc1ccc(NC(=O)Cn2c(-c3ccc(F)cc3)cnc2SCC(=O)Nc2c(C)cccc2C)cc1 | -33 | 15 | -0.5 | -7 | 6 | 5 | -9 | -1 | -0.5
CCCC(=O)NC(NC(=S)Nc1ccc(N=Nc2ccccc2)cc1)C(Cl)(Cl)Cl (centres undefined) | 13 | -2 | 9.4 | 9 | 16 | 13 | -16 | 2 | 2.0
COc1ccc(N=CC2=C(O)c3ccccc3C2=O)c(OC)c1 | -21 | -9 | -0.2 | 16 | 17 | 5 | -8 | -4 | 0.7
CN(C(=O)C1CCCO1)c1nnc(-c2ccncc2)s1 (centres undefined) | -13 | 10 | 0.2 | 4 | -3 | 14 | -5 | -3 | -0.2
c1ccc(Cn2c3ccccc3c3nnc(SCCN4CCCCC4)nc32)cc1 | -17 | 1 | -0.9 | 11 | -21 | 0 | -1 | -10 | 0.0
COc1cccc(CNc2nc3cc(-c4ccccc4)sc3c(=O)n2C)c1 | nt | -8 | nt | 4 | 10 | 3 | nt | -1 | -0.1
CC1=C(C(=O)c2ccccc2)C(c2ccc(OC(F)F)cc2)NC(=S)N1 (centres undefined) | 7 | 11 | 1.0 | -18 | 15 | 8 | -16 | -7 | 0.2
COc1ccc(S(=O)(=O)N(C)C[C@H]2Oc3ccc(NC(=O)NC4CCCCC4)cc3C(=O)N([C@H](C)CO)C[C@@H]2C)cc1 | -14 | 5 | 1.2 | 6 | 8 | 3 | 1 | -13 | -0.4
CCOC(=O)c1c(C)[nH]c(C(=O)OCC(=O)NC2(C#N)CCCCC2)c1C | -19 | -2 | -0.3 | -7 | -16 | 1 | -11 | 0 | 0.4
Cc1ccccc1OCC(=O)Nc1ccc2[nH]ncc2c1 | 5 | 2 | 1.6 | -5 | 1 | 3 | -6 | -2 | 0.8
Nc1c(C(=O)O)nnn1Cc1ccccc1 | 1 | 9 | -0.4 | 3 | -6 | 1 | 1 | -4 | -0.1
O=C(C1COc2ccccc2O1)N1CCN(c2ccccc2)CC1 (centres undefined) | -5 | 53* | 0.8 | 5 | 2 | 11 | -2 | 0 | 1.5
C=CCNC(=O)N1CCc2[nH]c3ccc(F)cc3c2C1 | 1 | -6 | -1.2 | 14 | 3 | 3 | -4 | 24* | 0.9

Source: PubChem
